# Sm TGR inh = inhibitors of Schistosoma mansoni thioredoxin glutathione reductase. purified TGR, DTNB reduction, TNB absorbance 405 nm. 360,000 compounds, 3% hits. Potency, µM (titrated, usually from 114 µM), without a hit: at the highest dose activity change, negative = inhibition, actives largely listed as inhibitors. Q962Y6; also: potency is read from the fitted curve at half-maximal effect; nearly all actives have a fitted effect of over 60% in size
#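 Kinetic colorimetric format: TGR-catalysed, NADPH-driven DTNB reduction monitored via TNB absorbance. Enzyme dispensed at 20 nM; compound exposure 15 min at room temperature before reaction start.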
# HCMV inh = blocks human cytomegalovirus replication; activity change, negative = inhibition, % at 57.5 µM; 410,000 compounds, 4.5% hits; HFF cells, HCMV-luciferase reporter, 72 h; stronger effect = lower value; in the data active = activity change below about -60%; inconclusive = no clear call, values can overlap the other calls; inactive = above about -39%
#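 Luciferase read-out from HCMV-luciferase-infected HFFs (MOI 1 PFU/cell) 72 h post infection at 37C; compounds added after 16 h cell attachment; activity normalized between buffer-only basal and Salinomycin (10uM) inhibitor controls.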
# AmpC detergent = blocks E. coli AmpC beta-lactamase in detergent assay; P00811; AmpC hydrolysis of nitrocefin, absorbance 480 nm, 0.01% Triton; Potency, µM (highest dose often 114 µM), for inactives: top-dose activity change, negative = inhibition, hits mostly inhibitors; 370,000 compounds, 0.041% hits; AID 485294;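 also: potency is read from the fitted curve at half-maximal effect; 0% = no-compound wells and -100% = no-enzyme wells; nearly all actives have a fitted effect of over 25% in size; some results filed as inactive show a strong effect at the top dose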
# Target sequence (P00811 whole entry, looked up): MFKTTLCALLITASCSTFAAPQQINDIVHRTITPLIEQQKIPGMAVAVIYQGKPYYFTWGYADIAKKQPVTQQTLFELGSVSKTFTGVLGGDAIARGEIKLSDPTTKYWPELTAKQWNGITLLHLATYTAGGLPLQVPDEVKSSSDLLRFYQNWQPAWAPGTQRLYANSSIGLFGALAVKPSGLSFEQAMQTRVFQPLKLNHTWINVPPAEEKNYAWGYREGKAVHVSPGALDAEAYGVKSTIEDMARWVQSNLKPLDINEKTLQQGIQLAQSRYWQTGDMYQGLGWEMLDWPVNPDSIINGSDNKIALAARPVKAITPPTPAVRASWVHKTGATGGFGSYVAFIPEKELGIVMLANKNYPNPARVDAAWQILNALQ
#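 20 mM phosphate pH 7.0 + 0.01% (detergent screen) or 0.0001% Triton X-100; 5.3 nM AmpC reagent; cpd preinc 15 min RT; nitrocefin (800 uM stock) to start; A480 q20 s × 4 min; Activity was normalised to no-enzyme and no-compound control wells.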
# FBPA Giardia inh = inhibitors of Giardia lamblia fructose-1,6-bisphosphate aldolase. A8B2U2. purified Giardia FBPA. Potency, µM (titrated, usually from 59.6 µM), for the others: at the highest dose activity, negative = inhibition, hits mostly inhibitors. 290,000 compounds, 0.71% hits. AID 2451; also: potency is read from the fitted curve at half-maximal effect; nearly all actives have a fitted effect of over 55% in size
# Target sequence (A8B2U2 whole entry, looked up): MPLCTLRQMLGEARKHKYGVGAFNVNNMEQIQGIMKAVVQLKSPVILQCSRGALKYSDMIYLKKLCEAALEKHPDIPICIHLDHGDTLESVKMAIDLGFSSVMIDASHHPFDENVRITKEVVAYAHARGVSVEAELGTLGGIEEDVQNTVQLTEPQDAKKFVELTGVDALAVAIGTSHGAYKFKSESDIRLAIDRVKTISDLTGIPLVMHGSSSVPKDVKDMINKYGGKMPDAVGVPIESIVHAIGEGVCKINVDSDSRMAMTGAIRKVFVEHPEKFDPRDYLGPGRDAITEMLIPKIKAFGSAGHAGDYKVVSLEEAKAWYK
#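 40 nM FBPA preincubated 10 min at RT with compound (up to 57.5 uM final), then substrate plus GAPDH/TPI/NAD/arsenate coupling and diaphorase/resazurin added. Fluorescence read after 20 min at RT, 525/598 nm.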
# AmpC inh no detg = inhibitors of E. coli AmpC beta-lactamase without detergent; AmpC nitrocefin hydrolysis, absorbance 480 nm, 0.0001% Triton; Potency, µM (highest dose often 57.1 µM), for inactives: at the top dose activity change, negative = inhibition, hits mostly inhibitors; 330,000 compounds, 0.52% hits; AID 485341;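 also: potency is read from the fitted curve at half-maximal effect; plate controls were no compound for no effect and no enzyme for full effect; nearly all actives have a fitted effect of over 20% in size; some results filed as inactive show a strong effect at the top dose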
#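 20 mM phosphate pH 7.0 + 0.01% (detergent screen) or 0.0001% Triton X-100; 5.3 nM AmpC reagent; cpd preinc 15 min RT; nitrocefin (800 uM stock) to start; A480 q20 s × 4 min; Activity was normalised to no-enzyme and no-compound control wells.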
# HCV inh = HCV inhibition | Potency, µM (top dose mostly 41.8 µM), for inactives: at the highest dose activity change, negative = inhibition, hits mostly inhibitors | Huh7.5.1 HCVcc-Cre infection, luciferase reporter, 44 h | 340,000 compounds, 3.4% hits; also: potency is read from the fitted curve at half-maximal effect
#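 Reporter virus HCVcc-Cre (~0.5 moi) infects cells exposed to compound; seeding density 1,000 cells/well with 4 h settling beforehand. Luminescence, 15 sec read, taken 44 h post-infection following a 15 min RT substrate incubation.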
# Numbers without * were called inactive; ? = inconclusive; . = not tested or not shown; & = joins results of further samples; ! = not confirmed by another sample; [ ] = dose if it differs, or a comment. Unless noted, calls follow the shape of the dose curve; as a rule, active = well fitted curve in the direction sought with a large enough effect; inconclusive = small, poorly fitted or top-dose-only effect, or another doubt; inactive = no such curve, though single readings can be large; an effect the other way counts as inactive or inconclusive. Unless noted, % is scaled to controls: 0 for no effect and ±100 for the full control effect. Compounds as they come. Share with any hit: about 9.9%.
No. | Molecule | FBPA Giardia inh | AmpC inh no detg | AmpC detergent | Sm TGR inh | HCV inh | HCMV inh
1 | CCOC(=O)C1=C(C)NC(=O)NC1c1cccs1 (centres undefined) | 1% | -4% | -6% | 1% | 3% | -24
2 | Cc1occc1C(=O)Nc1ccc2c(c1)CCC2 | -11% | -20% | ? | -25% | ? | 134
3 | COc1ccc(OC)c(CN(CCCN2CCOCC2)S(=O)(=O)c2ccc(NC(C)=O)cc2)c1 | 1% | 54% | -6% | 2% | 20% | -18
4 | O=C(CSc1ccc(-c2cccnc2)nn1)Nc1ccccc1C(F)(F)F | . | 0% | 5% | 0% | -21% | ?
5 | COc1ccc(NC(=O)Cc2nnc(SCC(=O)Nc3nccs3)n2C)cc1 | -20% | -2% | 3% | 3% | 10% | -12
6 | Cc1ccc(N(C(=O)Cc2cccs2)C(C(=O)NCC2CCCO2)c2ccncc2)cc1 (centres undefined) | 0% | 32% | -1% | 4% | 5% | 0
7 | CC(C)(C)C(=O)Nc1ccc2nc(SCC(=O)N3CCc4ccccc43)sc2c1 | . | . | 2% | -1% | . | -9
8 | COc1ccc(N2CC(C(=O)Nc3ccc(S(=O)(=O)N4CCCC4)cc3)CC2=O)cc1 (centres undefined) | -5% | 2% | 0% | 4% | 11% | -22
9 | Fc1cccc(Cl)c1-c1nnc2ccc(C(F)(F)F)cn12 | 4% | -19% | 3% | 2% | 3% | -13
10 | COc1cccc(S(=O)(=O)NCC(=O)N2CCCC2)c1 | -1% | -13% | -13% | 6% | 7% | 12
11 | O=C(Nc1ccccc1F)c1ccc(S(=O)(=O)NCC2CCCO2)cc1 (centres undefined) | 9% | -11% | ? | 3% | ? | -11
12 | COc1ccc(CCN(C(=O)c2cccc(F)c2)C2CC(=O)N(c3ccc(OC)cc3)C2=O)cc1 (centres undefined) | -9% | 45% | ? | 0% | -10% | -21
13 | CN(C)c1ccc(C2CC(=O)NC3=C2C(=O)CC(C)(C)C3)cc1 (centres undefined) | -16% | -3% | -8% | 2% | 18% | 3
14 | COc1ccccc1CN1CC(C(=O)NCc2cccc(C)n2)CCC1=O (centres undefined) | . | -6% | 1% | -1% | 12% | ?
15 | CCCCC[n+]1ccn(C2=C([O-])c3ccccc3C(=O)/C2=N\S(=O)(=O)c2ccc(Cl)cc2)c1 | ? | -20% | 0% | 0% | 4% | -6
16 | O=S(=O)(Nc1ncccn1)c1ccc(NC(=S)NCCc2ccccc2)cc1 | 10% | -22% | -9% | -2% | 0% | 71
17 | COc1ccc(C#Cc2c(-c3ccccc3)n(C)c3ccccc23)cc1 | . | -39% | . | . | ? | 0
18 | CCc1ccc(CN2CCC(n3nccc3NC(=O)C3CCCC3)CC2)cc1 | 4% | 44% | -14% | -1% | . | -13
19 | CCCn1c(C(C)Nc2nc(C)cs2)nc2cc(Cl)c(Cl)cc21 (centres undefined) | -7% | 19% | -7% | -19% | ? | -4
20 | CC(CC(=O)Nc1cccc(Cl)c1)c1ccccc1 (centres undefined) | -10% | -25% | 0% | 7% | -3% | ?
21 | CCOC(=O)N1CCC(Nc2c(NCCCOC)c(=O)c2=O)CC1 | -1% | 0.25µM* | 0% | -10% | 5% | 12
22 | Cc1ccn2c(=O)cc(COc3ccc(NC(=O)C(C)(C)C)cc3)nc2c1 | . | . | 14% | 4% | . | 0
23 | CCc1cc2c(nc1CC)CCN(CC/C(C)=N/O[C@@H](C)c1cc(-c3c(C)cc(C)cc3C)no1)C2 | 2%[12.9 µM] | 222%[activator] | ? | -15% | -18%[8.37 µM] | .
24 | O=S(=O)(c1ccccc1S(=O)(=O)N1CCCCC1)N1CCCCC1 | 0% | -20% | 5% | 0% | 7% | -27
25 | COc1ccccc1-c1noc(CCC(=O)Nc2ccc(C)cc2C)n1 | . | . | 10% | 48%[activator] | . | -13
26 | CC(=O)Nc1c2c(nn1-c1ccccc1C)CSC2 | ? | 0% | ? | -31% | 4% | 30
27 | O=C(c1ccc(S(=O)(=O)Nc2ccccc2F)cc1)N1CCCC1 | . | -13% | -9% | 4% | 2% | -24
28 | CN(c1ccc(OCC(=O)Nc2cc(Cl)ccc2C(=O)O)cc1)S(=O)(=O)c1ccc(F)cc1 | . | 11% | . | . | 1% | 0
29 | Cc1ccnc(NS(=O)(=O)c2ccc(NC(=O)c3snnc3C)cc2)n1 | -25% | -7% | -7% | -4% | 10% | 11
30 | COc1cccc(CNC(=O)CN(c2ccc(C(C)C)cc2)S(=O)(=O)c2c(C)noc2C)c1 | . | 55% | 0%&0% | -6%&-1% | ? | -29&0
31 | Cc1ccc(S(=O)(=O)NCCSc2nnc(N)s2)cc1 | -3% | -28% | -2% | -10% | 6% | -17
32 | CC(NCC(O)COc1ccc2ccccc2c1)c1ccccc1 (centres undefined) | ? | 40% | 0% | 6% | 6.3µM* | -84*
33 | Cc1ccc2cc3cc(C(=O)N4CCN(C(=O)c5ccco5)CC4)sc3nc2c1 | -6% | 105%[activator] | 7% | 45µM* | ? | 93
34 | CC/C(=N\N1CCCCCC1)c1c(O)n(-c2ccccc2C)c(=O)[nH]c1=O | 0% | -8% | ? | -4% | ? | ?
35 | Cc1cc(C)c2cc(CN(CC3CCCO3)C(=S)NCc3ccco3)c(=O)[nH]c2c1 (centres undefined) | -1% | 55% | -1% | -28%[57.1 µM] | ? | ?
36 | CN(C)C(=O)N1CCCC(C(=O)NCCc2ccccc2)C1 (centres undefined) | 3% | 5% | -4% | -20% | 16% | 66
37 | O=C(NNS(=O)(=O)c1ccc([N+](=O)[O-])cc1)C1CCCCC1 | . | -10% | 5% | -1% | -4% | -40
38 | O=C(NNc1cccc(Cl)n1)c1ccccc1CC[N+](=O)[O-] | 0% | -20% | 6% | 1% | -27% | -13
39 | COc1cc(NC(=O)CSc2nc(-c3ccc(C(C)C)cc3)no2)cc(OC)c1 | . | . | 2% | 15% | . | ?
40 | O=C(COC(=O)c1ccc(S(=O)(=O)NCc2ccco2)cc1)Nc1ccccc1OC(F)F | -4% | -20% | 2% | ? | 11µM*! | 60
41 | Cc1ccc(S(=O)(=O)N2CCC(C(=O)OCC(=O)N(C)C3CCCCC3)CC2)cc1C | . | 117%[activator] | -12% | 1% | 15% | -28
42 | CCOC(=O)C1(CC2CC2)CCN(Cc2ccc3cccc(F)c3n2)CC1 | -4% | 50% | 6% | -25% | ? | 44
43 | COc1ccc(OC)c(NC(=O)CSc2nc3ccccc3c(=O)n2CC2CCCO2)c1 (centres undefined) | -12% | 48% | -12% | 4% | ? | -30
44 | CCCCNC(=O)C1(c2ccc(OC)cc2)CCOCC1 | 1% | -17% | -3% | ? | 7% | 56
45 | COc1ccccc1-c1nnc(SCC(=O)c2ccc(Cl)cc2)n1-c1ccccc1 | . | . | 1% | 9% | . | -18
46 | COc1ccc(NC(=O)CSc2n[nH]c(-c3ccccc3)n2)cc1S(N)(=O)=O | . | -17% | 7% | -3% | -10% | -7
47 | CCCS(=O)(=O)N1CCN(CC2CC3C=CC2C3)CC1 (centres undefined) | -14% | 0% | -8% | 0% | 8% | 10
48 | Cc1csc(N/N=C/c2ccccc2F)n1 | 9% | -31% | -15% | -6% | ? | 14
49 | Nc1c(C(=O)OCC(=O)Nc2ccc(Cl)cc2[N+](=O)[O-])[nH]c(=O)[nH]c1=O | -9% | -23% | -9% | 0% | 1% | -16
50 | CC(=O)C1C(=O)C=C(c2cccs2)CC1c1ccccc1 (centres undefined) | 9% | -48% | -8% | 0% | -4% | -36

# Ordered by heavy-atom count (high to low): some entries from above
No. | Molecule | FBPA Giardia inh | AmpC inh no detg | AmpC detergent | Sm TGR inh | HCV inh | HCMV inh
40 | O=C(COC(=O)c1ccc(S(=O)(=O)NCc2ccco2)cc1)Nc1ccccc1OC(F)F | -4% | -20% | 2% | ? | 11µM*! | 60
35 | Cc1cc(C)c2cc(CN(CC3CCCO3)C(=S)NCc3ccco3)c(=O)[nH]c2c1 (centres undefined) | -1% | 55% | -1% | -28%[57.1 µM] | ? | ?
37 | O=C(NNS(=O)(=O)c1ccc([N+](=O)[O-])cc1)C1CCCCC1 | . | -10% | 5% | -1% | -4% | -40
50 | CC(=O)C1C(=O)C=C(c2cccs2)CC1c1ccccc1 (centres undefined) | 9% | -48% | -8% | 0% | -4% | -36
26 | CC(=O)Nc1c2c(nn1-c1ccccc1C)CSC2 | ? | 0% | ? | -31% | 4% | 30

# Next section:
No. | Molecule | FBPA Giardia inh | AmpC inh no detg | AmpC detergent | Sm TGR inh | HCV inh | HCMV inh
51 | COc1ccc(NC(=O)Cn2c(=O)oc3cc(S(=O)(=O)N4CCCCCC4)ccc32)cc1OC | . | . | 7% | 6% | . | -11
52 | CCCOc1cccc(C2c3c(oc4ccc(F)cc4c3=O)C(=O)N2CCCN2CCOCC2)c1 (centres undefined) | . | . | 20% | 2% | . | 3
53 | N#Cc1c(-c2ccccc2)nc(SCc2cccc(Cl)c2)[nH]c1=O | 10% | -51% | -3% | -9% | 1% | 18
54 | CC1CC(C)CN(S(=O)(=O)c2ccc(NC(=O)c3ccc(=O)[nH]c3)cc2)C1 (centres undefined) | . | -22% | ? | -17% | ? | ?
55 | COc1ccc(S(=O)(=O)C(C#N)c2nc3ccccc3nc2N2CCCCC2)cc1 (centres undefined) | -19% | -29% | -1% | -17% | 3% | 4
56 | O=C(Nc1cccnc1)c1cc(-c2ccc(Cl)c(Cl)c2)on1 | 8% | -18% | 2% | -11% | 5% | 18
57 | O=C(COC(=O)c1n[nH]c(=O)c2ccccc12)Nc1ccccc1F | . | -17% | . | . | 5% | -22
58 | C=CCN(c1ccccc1OC)S(=O)(=O)c1cccc(C(=O)OCC(=O)c2c[nH]c3ccccc23)c1 | -4% | -29% | -14% | -2% | ? | -35
59 | COc1cccc(NC(=O)COC(=O)CCC2CCCC2)c1 | . | -8% | 4% | 1% | -7% | 144
60 | Cc1cn(C)c(CC(=O)NCc2ccccc2Cl)c1C(=O)O | . | . | -6% | -3% | . | -3
61 | O=C(NC1CCSc2ccccc21)c1cccc([N+](=O)[O-])c1 (centres undefined) | 8% | -19% | 4% | -20% | 2% | -8
62 | CCc1ccc(NC2=NCCCS2)cc1 | -2% | -21% | -8% | -10% | -20% | ?
63 | COc1cc(C2C=C(C34CC5CC(CC(C5)C3)C4)NC(=S)N2)cc(OC)c1OC (centres undefined) | -1% | 11% | 5% | 5% | -25% | -28
64 | O=c1c2sc3ccccc3c2n(Cc2cccc(Cl)c2)c(=O)n1Cc1ccc(F)cc1 | . | . | 20% | -2% | . | -36
65 | CCN(CC(=O)Nc1c(F)cccc1F)C(=O)CSC(=S)N1CCCC1 | . | -6% | -13% | -30% | -7% | 2

# Quoted from the listing:
# compound 54 @ Sm TGR inh: -17%
# compound 51 @ Sm TGR inh: 6%
# compound 56 @ Sm TGR inh: -11%
# compound 62 @ AmpC detergent: -8%
# compound 57 @ HCV inh: 5%
# compound 60 @ Sm TGR inh: -3%

# Bioassay records deposited in PubChem by National Center for Advancing Translational Sciences (NCATS).
